# Bioassay records from PubChem.
# SENP1 inh: SENP1 (human) catalytic domain inhibition; recombinant SENP1 catalytic domain, CyPet-SUMO1-YPet FRET cleavage; inhibition, % at 10 µM; Q9P0U3; 360,000 tested, 0.21% active;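 active = inhibition at least 30% at 10 µM, raw YFP signal under a set limit, fluorescence ratio 0.5 to 1.5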;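 note: 0% = enzyme with DMSO and 100% = no enzyme wells; some results filed as inactive read as strong as hits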
# Target sequence (Q9P0U3 419-644 limits assumed): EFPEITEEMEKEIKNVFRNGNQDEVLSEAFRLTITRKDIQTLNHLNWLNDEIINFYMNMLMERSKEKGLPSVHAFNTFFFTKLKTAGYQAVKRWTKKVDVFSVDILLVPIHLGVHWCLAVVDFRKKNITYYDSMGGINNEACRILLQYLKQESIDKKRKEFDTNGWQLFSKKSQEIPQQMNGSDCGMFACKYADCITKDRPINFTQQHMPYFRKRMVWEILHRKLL
#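 Test system: hSENP1 catalytic domain, recombinant; Amount: 20 pM final SENP1 enzyme; Medium: Tris pH 8 buffer plus EDTA, NaCl, BME, BSA, NP40, catalase; Schedule: 50 min enzyme reaction, room temperature, light-protected; Technique: FRET fluorescence in CFP and YFP emission channels; Controls: no-enzyme wells low, DMSO-plus-enzyme wells high control.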
# A3G deaminase: APOBEC3G (human) deaminase inhibition | Q9HC16 | recombinant A3G, ssDNA deamination FAM/TAMRA fluorescence | inhibition, % at 20 µM | 330,000 tested, 0.28% active | AID 493012;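 active = inhibition of at least 40% at 20 µM, with no more than 30% in the related APOBEC3A deaminase screen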;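 note: plate controls were DMSO wells with A3G for no effect and wells lacking A3G enzyme for full effect; some compounds called inactive have numbers as strong as hits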
# Target sequence (Q9HC16 whole entry, looked up): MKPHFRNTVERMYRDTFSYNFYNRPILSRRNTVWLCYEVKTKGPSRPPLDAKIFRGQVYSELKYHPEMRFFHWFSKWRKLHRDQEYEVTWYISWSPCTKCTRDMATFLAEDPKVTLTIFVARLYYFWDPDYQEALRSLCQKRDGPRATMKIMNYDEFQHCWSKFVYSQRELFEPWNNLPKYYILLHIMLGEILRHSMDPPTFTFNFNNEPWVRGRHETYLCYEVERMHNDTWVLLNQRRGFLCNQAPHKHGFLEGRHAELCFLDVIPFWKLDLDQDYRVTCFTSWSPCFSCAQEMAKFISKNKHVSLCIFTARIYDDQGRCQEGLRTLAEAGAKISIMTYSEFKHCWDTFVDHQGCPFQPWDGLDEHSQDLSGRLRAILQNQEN
# hIAP inh: blocks human intestinal alkaline phosphatase. inhibition, % at 10 µM. purified IAP, CDP-Star luminescence, 30 min. 330,000 tested, 0.12% active;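 active = inhibition reaching a set limit with compound at 10 µM in the primary screen, cut at about 35% in these data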;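 note: plate controls were DMSO wells with enzyme for no effect and no-enzyme buffer wells for full effect; values of inactives mirror those of a sister screen read the other way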
# mIAP act: increases mouse intestinal alkaline phosphatase activity; muIAP, CDP-Star luminescence, 30 min; hits give high values; 1 = vehicle-only enzyme signal, 0 = enzyme-free wells; activation factor at 10 µM; 330,000 tested, 0.24% active; AID 2805;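 active = activation factor of at least 2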; note: the source names both 10 and 20 µM as test concentration; values of inactives mirror those of a sister screen read the other way
#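 System: Mouse IAP enzyme | Also added: CDP-Star substrate | Dosing: Compounds dispensed in DMSO | Schedule: 30 min enzyme-substrate-compound incubation at room temperature | Technique: Chemiluminescence readout | Control set: DMSO-only wells and no-enzyme negative control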
# mIAP block: mouse IAP inhibition; purified mouse IAP, CDP-Star luminescence, 30 min; inhibition, % at 10 µM; 330,000 tested, 0.2% active; AID 2806;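 active = inhibition of at least 40% at 10 µM in the primary screen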;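 note: plate controls were DMSO with enzyme for no effect and no enzyme wells for full effect; values of inactives mirror those of a sister screen read the other way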
# A3A deaminase: human APOBEC3A DNA deaminase inhibition; P31941; recombinant A3A, FAM/TAMRA ssDNA deamination fluorescence; inhibition, % at 20 µM; 330,000 tested, 0.41% active;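 active = at least 40% inhibition at 20 µM here, with at most 30% in a related deaminase screen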;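 note: plate controls were A3A with DMSO for no effect and wells lacking A3A enzyme for full effect; some results filed as inactive read as strong as hits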
# Target sequence (P31941 whole entry, looked up): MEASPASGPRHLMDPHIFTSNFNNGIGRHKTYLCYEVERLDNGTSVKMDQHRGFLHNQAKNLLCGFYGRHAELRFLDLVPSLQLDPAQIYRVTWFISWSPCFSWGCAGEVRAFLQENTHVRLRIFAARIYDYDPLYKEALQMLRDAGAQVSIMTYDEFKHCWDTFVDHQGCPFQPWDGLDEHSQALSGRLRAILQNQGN
# hIAP act: increases human intestinal alkaline phosphatase activity; P09923; 330,000 tested, 0.16% active; activation factor at 10 µM; AID 2524; purified human IAP, CDP-Star luminescence, 30 min; hits give high values; 1 = vehicle-only enzyme, 0 = enzyme-free background;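 active = activation factor of the enzyme at least 2-fold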; note: the source names both 10 and 20 µM as test concentration; values of inactives mirror those of a sister screen read the other way
# NALP3 yeast inh: NALP3 inhibition in yeast; Yeast reconstituted NLRP3/ASC/caspase-1, beta-gal luminescence, 24 h; inhibition, % at 10 µM; 330,000 tested, 0.39% active; AID 2825;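 active = inhibition of 50% or more; inactive = inhibition below 50%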;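 note: plate controls were induced DMSO wells for no effect and uninduced yeast grown without galactose for full effect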
# MIN6 prolif: induces beta-cell replication in MIN6 cells. 330,000 tested, 0.29% active. proliferation, % at 10 µM. MIN6 cells proliferation, ATPlite luminescence, 48 h; cells starved in 0.2% serum; 100% = growth in 10% serum;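 active = compounds whose signal lies at least 3.5 SD above the mean of all wells on their plate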;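 note: 0% = DMSO-treated cells in low-serum medium and 100% = 10% serum control; some compounds called inactive have numbers as strong as hits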
# The depositor's hits bear a star; x = not tested or not shown. Only part of the results is shown; count on the stated rates, not on these rows.
SMILES,SENP1 inh,A3G deaminase,hIAP inh,mIAP act,mIAP block,A3A deaminase,hIAP act,NALP3 yeast inh,MIN6 prolif
Cc1ccc(C(=O)NC2CC(C)(C)NC(C)(C)C2)cc1,2,-5,2,0.97,3,-5,0.98,2,-1
Cc1cc(C)n2cc(CSc3nnc(-c4ccccc4)o3)nc2n1,-2,-5,-2,1,-4,-1,1,8,0
Cc1c(C(=O)N/N=C/c2ccncc2)no[n+]1[O-],1,-6,7,0.89,11,3,0.93,1,-4
COc1ccc2[nH]c(C)c(-c3csc(N)n3)c2c1,-1,-2,0,0.9,10,-5,1,18,-2
O=C(NCc1ccccc1)c1cccc(S(=O)(=O)N2CCOCC2)c1,2,1,-6,1.1,-9,5,1.1,9,-2
O=C(Cn1ncc2c(=O)oc3ccccc3c21)N1CCCN(Cc2ccccc2F)C1,4,3,20,1.1,-12,-1,0.8,-1,6
O=C(COC(=O)C1CC1)Nc1c(Cl)cccc1C(F)(F)F,1,-4,-4,1,-1,2,1,4,0
Cc1ccc(NC(=O)C/C(N)=N/OC(=O)Nc2cccc(Cl)c2)cc1,0,-3,-12,1.1,-12,0,1.1,25,2
CN(Cc1cnccn1)C(=O)CC1C(=O)NCCN1CC(c1ccccc1)c1ccccc1 (configuration not stated),-20,-4,0,1,-5,3,1,9,2
Cc1ccc(C(=O)OCCc2sc[n+](Cc3ccccc3)c2C)cc1,0,0,1,0.79,21,3,0.99,-3,0
Cc1onc(-c2ccccc2Cl)c1C(=O)OCC(=O)c1ccccc1,0,-7,16,0.9,10,-2,0.84,12,-4
C#CCNC(=O)C1=C[C@H](C2CCCCC2)C[C@H](OCCCCO)O1,-2,3,2,1,0,0,0.98,5,-4
O=C(NC1(C(F)(F)F)N=C2SCCN2C1=O)c1cccnc1 (configuration not stated),0,-7,-2,1.1,-14,-8,1,6,-2
COC(=O)c1ccc(Cl)c(NC(=O)CN2CCOCC2)c1,3,0,-5,1.1,-12,3,1.1,-9,-1
O=C(CSc1nnc(CNC(=O)c2cccs2)o1)c1ccc(Cl)cc1,1,0,6,0.74,26,7,0.94,18,0
O=C(COC(=O)COc1cccc(F)c1)NCC1CCCCC1,3,2,-16,0.98,2,1,1.2,13,1
CN1CC(=O)NC1=NC(=O)C12CC3CC(CC(C3)C1)C2,2,-2,-32,1.1,-6,1,1.3,26,-3
CCOC(=O)Cc1csc(NC(=O)NC2(C(F)(F)F)Oc3ccccc3O2)n1,2,-5,14,0.93,7,-2,0.86,4,-5
CC1(C)N([O-])C2=C(c3ccccc3C2=O)[N+](=O)C1(C)C,2,-5,-4,1,0,-16,1,14,-3
COc1cccc2cc(C(=O)NCc3ccc(F)cc3)c(=N)oc12,-1,2,20,0.94,6,3,0.8,5,0
CC1=C(C(=O)OCc2ccccc2)N2C(=O)[C@@H](NC(=O)COc3ccccc3)[C@H]2SC1,0,-10,7,1.1,-13,-7,0.93,-1,-3
O=C(COC(=O)CC1CC2CCC1C2)NCc1ccc(F)cc1 (configuration not stated),3,-5,2,0.98,2,-2,0.98,9,0
Cc1ccnc(NC(=O)CCCOc2ccccc2)c1,2,-3,5,0.97,3,0,0.95,11,-3
COc1cc(C[C@H](C)[C@H](C)Cc2ccc3c(c2)OCO3)ccc1O,1,-10,16,0.96,4,-6,0.84,-8,-9
CCOC(=O)N1CCC(N2CCN(Cc3ccc(C)o3)C(CCO)C2)CC1 (configuration not stated),-2,-7,2,0.98,2,-4,0.98,0,-4

# (next part)
SMILES,SENP1 inh,A3G deaminase,hIAP inh,mIAP act,mIAP block,A3A deaminase,hIAP act,NALP3 yeast inh,MIN6 prolif
COc1ccc(-c2csc(NC(=O)COC(=O)Cc3ccc(Cl)cc3Cl)n2)cc1,x,-6,19,1.1,-9,-3,0.81,1,0
CCOc1ccc(NC(=O)CSc2nc3cccnc3n2CCOC)cc1,0,-5,-4,0.98,2,-2,1,-3,-5
Cn1c(SCC(=O)NCc2ccc3c(c2)OCO3)nnc1-c1cccs1,2,1,-5,0.99,1,2,1.1,3,-2
COc1ccc(-c2nnc(C)c3nocc23)cc1,37*,-10,9,0.91,9,-3,0.91,13,-3
Cc1ccc(S(=O)(=O)N2CCC(C(=O)NCc3ccccc3Cl)CC2)cc1,0,-6,0,1.2,-18,-7,1,26,-2
COC(=O)c1sc2nc(C)nc(SCC(=O)N3CCC(C(=O)O)CC3)c2c1C,1,-5,-1,1,-2,2,1,7,-2
CCOC(=O)c1[nH]c2cc3c(cc2c1NC(=O)CN1CCCCC1C)OCO3 (configuration not stated),x,0,12,1,-2,2,0.88,-3,4
CC(C)(C)NC(=O)Cn1c(SCC(=O)NC2CCCC2)nc2ccccc21,0,-10,-5,1.1,-9,-2,1,-2,0
CCOC(=O)C1CCN(C(=O)COC(=O)c2oc3ccccc3c2C)CC1,3,-8,3,0.91,9,-3,0.97,27,-2
Cc1ccc(N(C)/N=C/c2ccc(Cl)cc2Cl)nn1,2,2,-16,0.98,2,2,1.2,12,0
Cc1cc(OCC(=O)Nc2ccccc2F)nc(C(C)C)n1,1,6,4,1.1,-12,3,0.96,7,1
CCCOc1nc2ccccc2cc1/C=C/C(=O)O,-96,-11,-4,0.97,3,0,1,16,-2
CC(=O)c1c(C)[nH]c(C(=O)OCC(=O)Nc2cc(S(=O)(=O)N3CCCC3)ccc2Cl)c1C,1,-9,21,1,-1,-4,0.79,11,0
c1ccc2c(c1)OCC(CNc1ncnc3nc[nH]c13)O2 (configuration not stated),1,-15,-60,0.94,6,-2,1.6,8,-4
CCN(CC)S(=O)(=O)c1ccc(C(=O)NCC(=O)N/N=C/c2ccccc2OC)cc1,1,-6,-34,0.99,1,-2,1.3,-1,-1
CC(=Nc1ccc(O)cc1)c1sc2ccccc2c1O,-19,-2,9,0.87,13,-1,0.91,42,-2
O=C(CN1C(=O)c2ccc([N+](=O)[O-])cc2C1=O)Nc1nnc(C2CC2)s1,3,-9,-16,1,-3,-1,1.2,16,-2
CCOC(=O)C(=NCCOC)NNc1cc(Cl)ccc1Cl,-17,0,7,1.1,-5,-2,0.93,13,0
COC(=O)[C@H](CCSC)NC(=O)Nc1ccc(C(C)C)cc1,2,-6,16,0.89,11,-2,0.84,12,2
O=C(Nc1ccc(Cl)c(Cl)c1)c1ccc(Cn2c(=O)[nH]c3ccsc3c2=O)cc1,-1,-9,14,1,0,0,0.86,12,2
Nc1ccccc1SC1CC(=O)N(c2ccccc2Cl)C1=O (configuration not stated),1,-3,-12,0.99,1,-2,1.1,22,2
CC(C)CCNC(=O)c1nnc(Cc2ccc(Cl)cc2)o1,2,-10,4,0.96,4,-3,0.96,40,3
CC(=O)Nc1ccc(NC(=O)CSc2nnc(NC(=O)C3CC3)s2)cc1,3,-9,-1,0.96,4,-1,1,14,4
CNC(=O)c1cc(S(=O)(=O)NCc2ccncc2)ccc1OC,0,-7,20,0.94,6,-4,0.8,-3,-2
COc1cc2cc(C(=O)N3CCN(Cc4ccc5c(c4)OCO5)CC3)[nH]c2cc1OC,-1,-2,-42,1,-2,-4,1.4,-9,-1

# Next part:
SMILES,SENP1 inh,A3G deaminase,hIAP inh,mIAP act,mIAP block,A3A deaminase,hIAP act,NALP3 yeast inh,MIN6 prolif
COc1ccc(CCN(C)C(=O)c2ccc(OCC(=O)N3CCOCC3)c(OC)c2)cc1OC,2,-4,2,1,-3,1,0.97,7,0
CN1C(=O)CC(N2CCC(c3nc4ccccc4s3)CC2)C1=O (configuration not stated),-2,0,-12,0.9,10,3,1.1,-4,0
CCn1c(SCc2nc3ccccc3s2)nnc1-c1cccs1,-36,-8,2,1,-4,-4,0.98,-5,-1
Cn1c(=O)oc2cc(S(=O)(=O)N3CCOCC3)ccc21,0,2,-9,0.94,6,1,1.1,-3,-3
Cc1c(N=C2NN=C(c3c[nH]c4ccccc34)CS2)c(=O)n(-c2ccccc2)n1C,-10,-7,-15,0.94,6,-8,1.2,12,-1
C=CCn1c(Sc2nnc(C)s2)nc2c1c(=O)[nH]c(=O)n2C,-1,-4,8,0.92,8,-2,0.92,14,1
O=C(O)C1CC(c2ccccc2F)=NO1 (configuration not stated),-2,-5,13,0.94,6,0,0.87,1,-1
COc1ccccc1-c1nnc2n1N=C(C(C)(C)C)CS2,-2,0,5,1.1,-14,2,0.95,2,0
COc1ccc(CNC(=O)C2(c3ccc(Cl)cc3)CC2)cc1,1,-6,2,0.97,3,-1,0.98,12,-1
Cc1ccc(NC(=O)CSc2nnc(/N=C/N(C)C)s2)cc1,0,-10,-4,1.1,-6,3,1,3,0
c1ccc2c(c1)CC(CN1CCNCC1)O2 (configuration not stated),1,-4,0,0.95,4,-8,1,22,3
COc1ccc(S(=O)(=O)N(C)c2nc3ccccc3n3c(CC(C)C)nnc23)cc1,-1,-8,-12,0.91,9,-3,1.1,-4,6
O=C(Nc1ccc2c(c1)CCC2)c1ccc(Br)o1,0,2,-2,0.8,20,1,1,30,0
COc1cc(OC)c2c(-c3cccc(-c4cccc(C)c4)c3)cc(=O)oc2c1,3,4,x,1,-1,7,x,x,x
Cc1n[nH]c(=O)c2c(NC(=O)CSc3nnc(C4CC4)n3C)oc(C)c12,-2,-10,4,0.99,0,-4,0.96,10,6
CC1Cc2cc(S(=O)(=O)N3CCCC(C(=O)N4CCCCC4)C3)ccc2N1C(=O)C1CC1 (configuration not stated),-1,-3,28,0.98,2,2,0.72,-1,0
COc1ccccc1N(CC(=O)NCc1ccccn1)S(C)(=O)=O,2,-2,-18,1.2,-19,-1,1.2,4,-1
CC[C@@]12C(=O)N(c3cccc(Cl)c3)C(=O)N1[C@H](c1ccc(Br)cc1)[C@@H]1C(=O)N(C(C)(C)C)C(=O)[C@@H]12,0,2,-2,0.95,5,2,1,8,-5
COc1ccc(NC(=O)c2cccc(Oc3ccc([N+](=O)[O-])cc3Cl)c2)cc1,1,2,1,0.96,4,-3,0.99,28,-5
O=C(NNC(=O)c1cccc(Cl)c1)NNC(=O)c1cccc(Cl)c1,-1,-6,-21,0.74,26,-7,1.2,4,3
CCCOc1ccc2oc(=O)c3c(c2c1)CCCN3C(=O)CN(C)Cc1ccccc1,-5,-10,7,0.83,16,-8,0.93,20,-3
Cc1nnc(SCC(=O)NC(C)c2ccccc2)[nH]c1=O (configuration not stated),-1,-6,-28,1,-4,-2,1.3,9,-1
Cc1ccc(NC(=O)C2CCN(S(=O)(=O)c3cccs3)CC2)c(O)c1,-4,-5,13,0.95,5,-3,0.87,7,1
CN1CCN(NC(=O)c2ccc(COc3ccccc3Br)o2)CC1,0,1,10,1,0,1,0.9,13,-3
CCCc1nn(C)c(C(=O)Nc2ccc3ccccc3c2)c1Cl,-1,-9,-19,1,-2,-6,1.2,19,-2
COc1ccc(CCNC(=O)Cc2nn(C)c(=O)c3ccccc23)cc1OC,2,1,4,0.95,5,3,0.96,3,-2
Cc1ccc2nc(NC(=O)c3ccc(NS(=O)(=O)c4cccs4)cc3)sc2c1,0,-5,16,0.94,6,1,0.84,22,0
